RSV antiviral HEp-2: RSV antiviral activity via CPE protection, HEp-2 cells, primary 10 µM value included (AID 2391) | HEp-2 cells, RSV-induced CPE inhibition; higher % means a stronger effect | CPE inhibition, % at 10 µM, or IC50 in µM where a hit was titrated | hit rate 0.13% among 310,000; in the data active = a potency from the dose series; inconclusive = CPE inhibition mostly from about 23% at the one dose, without a potency; inactive = the rest, 99 in 100 with CPE inhibition below about 21%; note: strong numbers were not always called active
T cell modulator: modulates CD8 T cell binding to vesicles; 2C CD8+ T cell-vesicle binding, flow cytometry; stronger effect = lower value; calls only at 7 µM; hit rate 0.068% among 330,000;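 active = response, share of CD8 T cells binding vesicles, and their 90th percentile fluorescence all below set limits, cut at about 80% in these data, passing the limit was not always enough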
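Also added: QL9-peptide-loaded Drosophila micro-vesicles bearing Ld, ICAM-1 and B7-1; Test system: purified 2C TCR transgenic mouse naive CD8+ T cells; Measured by: cytometric PE anti-B7-1 and Alexa647 anti-CD8 signals after 1% paraformaldehyde fixation; Timing: binding step 1.5 h, 37 °C, antibody labelling 20 min, ice.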
NTR1 ag: agonists of NTR1, primary screen, imaging, U2OS cells, beta-arrestin-GFP, high content (AID 493036) | P30989 | NTR1-U2OS beta-arrestin-GFP spot imaging, agonist mode | activation, % at 20 µM | hit rate 0.17% among 330,000;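 active = activation at or above 40% of the spot to cytoplasm intensity ratio, with at least 20 cells analyzed; inconclusive = wells under 20 cells, flagged as cytotoxic or low count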;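 note: 0% = DMSO without peptide and 100% = 100 nM NTR1 peptide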
Target sequence (P30989 whole entry, looked up): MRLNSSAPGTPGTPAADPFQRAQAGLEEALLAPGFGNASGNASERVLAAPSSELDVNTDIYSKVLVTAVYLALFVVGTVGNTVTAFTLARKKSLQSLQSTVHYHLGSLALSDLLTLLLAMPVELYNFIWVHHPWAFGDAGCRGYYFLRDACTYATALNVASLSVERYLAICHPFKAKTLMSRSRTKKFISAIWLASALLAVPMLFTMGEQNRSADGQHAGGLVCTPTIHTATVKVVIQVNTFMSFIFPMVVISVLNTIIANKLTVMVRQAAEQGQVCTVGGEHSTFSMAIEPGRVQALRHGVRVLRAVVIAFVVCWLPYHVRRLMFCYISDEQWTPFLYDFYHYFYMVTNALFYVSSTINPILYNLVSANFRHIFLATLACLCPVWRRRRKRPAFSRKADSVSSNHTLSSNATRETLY
MgcRacGAP inhibition: MgcRacGAP GTPase-activating activity inhibitors, confirmation, biochemical, ADP Hunter fluorescence; MgcRacGAP-stimulated Rac1 GTP hydrolysis, ADP Hunter fluorescence; higher % means a stronger effect; GST-tagged Rac1 F28L mutant substrate; one-dose inhibition, % at 30 µM; IC50 in µM for titrated hits; hit rate 0.6% among 340,000; AID 624330;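 active = first-screen hits whose inhibition reached a set limit at any dose in the follow-up dose series; inconclusive = inhibition above the set first-screen limit but never retested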;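 note: fluorescence reports GDP produced by GAP-driven GTP hydrolysis; strong numbers were not always called active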
Large T inhibition: TAg ATPase/helicase activity blockers – biochemical (AID 1903); inhibition, % at 20 µM, or IC50 in µM where a hit was titrated; SV40 large T antigen ATPase/helicase inhibition assay; higher % means a stronger effect; hit rate 0.39% among 310,000; in the data active = a potency from the dose series; inconclusive = inhibition mostly from about 32% at the one dose, without a potency; inactive = the rest, 99 in 100 with inhibition below about 32%; note: strong numbers were not always called active
PhoP inhibition: PhoP-dependent GFP reporter repression – Salmonella Typhimurium, primary screen (AID 1863); S. Typhimurium PhoP-regulated promoter GFP reporter, 4 h; higher % means a stronger effect; inhibition, % at 50 µM, or IC50 in µM where a hit was titrated; hit rate 0.16% among 300,000;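 active = inhibition over 29.93%, a cutoff 3 SD above the screen mean, later confirmed by dose response; inconclusive = inhibition over 29.93% but no dose response follow-up; inactive = inhibition at most 29.93% or unconfirmed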;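 note: 0% = low Mg2+ inducing control and 100% = high Mg2+ repressing control; strong numbers were not always called active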
UTI89 phage lysis: inhibition of K1F phage lysis, E. coli UTI89, bacterial capsule biogenesis inhibitors, alamar blue (AID 488966); E. coli UTI89 K1F phage lysis, alamar blue, 2 h; higher % means a stronger effect; inhibition, % at 100 µM; hits with a dose series show IC50 in µM; hit rate 0.02% among 340,000;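 active = phage lysis inhibition, versus mean bacterial control, above a set limit; inconclusive = no clear call, values can overlap the other calls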;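 note: capsule biogenesis inhibitors block K1F phage lysis so surviving cells raise fluorescence; higher fluorescence means more inhibition of phage lysis; actives were called in the ten point dose series up to 300 µM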
TNAP activation fold: human TNAP enzyme activators, primary screen, biochemical, luminescent, no phosphate acceptor, uHTS (AID 1001); activation fold at 20 µM; hits with a dose series show EC50 in µM; purified TNAP, luminescent activation assay, no phosphate acceptor; higher activation fold means a stronger effect; hit rate 0.03% among 200,000; in the data active = activation fold from about 3, or a potency from the dose series; inactive = the rest, 99 in 100 with activation fold below about 1.6; note: many of its hits are not listed in these tables
Myeloid diff 2: compounds promoting myeloid differentiation; hit rate 1% among 360,000; AID 624256; ER-HoxA9 myeloid progenitors, lysozyme-GFP differentiation, flow cytometry; calls only at 10 µM;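 active = normalized GFP-positive differentiation at or above the plate's own cutoff, the solvent-only control mean plus 3 SD; inconclusive = no clear call, values can overlap the other calls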;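 note: cells exposed to compound for four days before flow analysis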
T cell modulator vesicle-bound %: further read-out of T cell modulator, marked with its call; double positive events, %; measured here: CD8+ vesicle-bound cell fraction;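 binding gate set so that unloaded-vesicle control wells show 10% double positive cells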
NTR1 ag cell count 20 µM: also measured in NTR1 ag; calls as there; cell count; measured here: cell count, cytotoxicity flag
Myeloid diff 2 GFP+ MAC1+ %: recorded beside Myeloid diff 2, whose call it bears; GFP+ MAC1+ double positive, %; measured here: differentiation confirmed by MAC1 staining
Starred values were filed as active, the others as inactive; i = inactive; ? = inconclusive; nt = no result given; [ ] = remark or other dose.

Each structure is followed by: RSV antiviral HEp-2	T cell modulator	T cell modulator vesicle-bound %	NTR1 ag	NTR1 ag cell count 20 µM	MgcRacGAP inhibition	Large T inhibition	PhoP inhibition	UTI89 phage lysis	TNAP activation fold	Myeloid diff 2	Myeloid diff 2 GFP+ MAC1+ %
Cn1c2c(c(=O)n(C)c1=O)C(c1ccc(C(F)(F)F)cc1)CC(=O)N2 (stereo not given)
 : -1.5%	i	35	4.3	86	4%	8%	8%	-0.6%	nt	i	1.5
C=CCn1cc(C(=O)OC)c(=O)c2cc(S(=O)(=O)N3CCC(C)CC3)ccc21
 : 0.6%	i	40	0.4	69	-2%	nt	nt	2.8%	nt	i	7.7
CC1CCCC(NC(=O)COC(=O)c2cc3ccccc3oc2=O)C1C (stereo not given)
 : nt	i	31	-1.3	52	6%	nt	nt	0.8%[50 µM]	nt	i	0.2
Oc1ccc(C=Nc2ccc(N3CCOCC3)cc2)c(O)c1
 : 1.5%	i	64	-3.0	56	?	13µM*	28%	4.4%	1	i	0.7
O=C(CSc1ccccn1)Nc1ccc(Cl)cn1
 : 0.6%	i	61	1.1	92	9%	-4%	5%	0.1%	1.1	i	0.4
COc1ccc(NC(=O)CCCc2ccc(OC)c(C)c2)cc1
 : -0.9%	i	35	0.4	53	2%	0%	-2%	0.2%	nt	i	0.3
CCOC(=O)C1CCN(C(=O)c2cc(S(=O)(=O)N3CCc4ccccc43)ccc2OC)CC1
 : -1.5%	i	37	2.1	72	4%	8%	-2%	0.3%[50 µM]	nt	i	0.3
CC1CCCCC1NC(=S)NC(=O)c1sc2ccccc2c1Cl (stereo not given)
 : -0.1%	i	48	3.0	54	1%	-1%	-7%	0.1%	0.9	i	0.7
Cc1ccnc(NS(=O)(=O)c2ccc(N3C(=O)Nc4ccccc4N3O)cc2)c1
 : 2.7%	i	24	-0.7	43	1%	2%	4%	0.3%	1.1	i	0.6
O=C(NCCOC(=O)c1ccc(C(=O)OCCNC(=O)c2cccnc2)s1)c1cccnc1
 : 0.4%	i	49	-1.0	40	8%	3%	0%	0.5%	1.1	i	9.3
CN1CCN(/N=C/c2ccc(-c3ccc([N+](=O)[O-])cc3Cl)o2)CC1
 : ?	i	44	-0.9	55	4%	9%	-9%	0.4%	0.9	i	0.5
Cc1c(-c2ccn[nH]2)cc(NC(=O)c2ccc(Cl)cc2)c(=O)n1N
 : 0.6%	i	4	-0.8	48	nt	10%	5%	nt	1.3	i	0.1
COc1ccc(NC(=O)CSCC(=O)Nc2sccc2C#N)cc1
 : -0.5%	i	33	1.7	54	0%	24%	-6%	0.0%[50 µM]	nt	i	0.5
COCCn1c(SCC(=O)NCc2ccco2)nc2cccnc21
 : 1.2%	i	53	-3.1	53	7%	2%	12%	3.4%	1	i	0.8
CC(=O)Oc1ccc2c(=O)oc(-c3ccccc3)nc2c1
 : 0.4%	i	62	0.8	69	-16%	3%	-1%	-0.5%	nt	i	0.8
C/C(=N\NC(=O)C(O)c1ccccc1)c1ccc(C)s1 (stereo not given)
 : nt	i	8	2.3	66	6%	12%	nt	-1.2%	nt	i	0.3
CN(CC(=O)NCc1ccc(F)cc1)CC(=O)Nc1ccc(Cl)c(C(F)(F)F)c1
 : 1.4%	i	13	2.6	53	2%	-7%	2%	-0.5%	nt	i	1.3
CC(OC(=O)c1ccc(Cl)cc1)C(=O)NCc1ccc2c(c1)OCO2 (stereo not given)
 : 0.4%	i	21	-2.2	63	2%	nt	nt	1.0%[50 µM]	nt	i	1.0
Cc1ccc(C(=O)Nc2nc3ccc(S(C)(=O)=O)cc3s2)cc1C
 : 1.4%	i	16	0.4	95	8%	8%	-7%	0.1%	nt	i	0.8
CCCCOc1ccc(C(O)C(CN2CCOCC2)c2ccccc2)cc1 (stereo not given)
 : 0.8%	i	37	-1.4	55	3%	15%	-12%	-0.1%	nt	i	0.8
Cc1ccccc1NC(=S)NCC1CCN(C(C)c2ccccc2)C1 (stereo not given)
 : -2.3%	i	38	0.8	52	12%	13%	-3%	0.1%	1.2	i	0.5
C=CCOc1ccc(C[C@H](N)C(=O)NC[C@H]2O[C@@H](n3cnc4c(N)ncnc43)[C@H](O)[C@@H]2O)cc1
 : nt	nt	nt	1.7	72	10%	nt	nt	0.2%	nt	i	0.6
O=C1C2C3C=CC(C4CC34)C2C(=O)N1c1cccc2ccccc12 (stereo not given)
 : -0.1%	i	39	-0.2	74	9%	-6%	-2%	0.3%	nt	i	1.1
Cc1cccc(NC(=O)c2cc3ccccc3o2)c1
 : 0.8%	nt	nt	-0.9	51	6%	-4%	-9%	4.2%	1	i	3.6
Cc1noc(C)c1COc1ccccc1C(=O)N1CCN(S(=O)(=O)c2cccc(Cl)c2)CC1
 : nt	nt	nt	1.2	55	9%	nt	nt	0.7%[50 µM]	nt	i	0.2
Cc1ccc(OCC(=O)Nc2cc(S(=O)(=O)N3CCOCC3)ccc2Cl)c([N+](=O)[O-])n1
 : 1.3%	i	47	1.7	54	17%	12%	-8%	0.0%	nt	i	0.5
O=c1c2ccccc2nc(-c2ccco2)n1/N=C/c1ccccc1O
 : 1.5%	i	26	-0.4	49	14%	-20%	0%	0.4%	1.1	i	1.2
CC(C)CCn1c(CN2CC(C)OC(C)C2)nc2c1c(=O)n(C)c(=O)n2C (stereo not given)
 : 1.8%	i	24	-1.1	67	3%	5%	nt	4.0%	nt	i	2.8
Nc1ccccc1C(=O)NC12CC3CC(CC(C3)C1)C2
 : -0.7%	i	55	-0.5	62	5%	5%	-6%	1.1%	nt	i	0.3
O=C(NC1CCN(Cc2ccccc2)CC1)c1ccc2c(c1)OCCCO2
 : 0.1%	i	53	-0.1	40	-6%	-2%	-5%	-1.6%	nt	i	0.4
O=C(CSc1ncnc2ccccc12)Nc1ccc2c(c1)OCCO2
 : 1.5%	i	33	0.3	52	4%	2%	2%	0.3%	1.1	i	1.2
C[C@@H]1NC(=O)[C@H](CCC(=O)O)NC(=O)c2cc([N+](=O)[O-])cc(F)c2NCCC[C@@H](C(N)=O)NC1=O
 : 0.2%	i	31	-5.5	98	5%	6%	-1%	-0.2%	1.1	i	2.5
COc1ccccc1CNC(=O)[C@@H]1CCCN1C(=O)[C@@H]1Cc2ccccc2CN1C(=O)OC(C)(C)C
 : 1.0%	i	18	-1.4	53	-31%	3%	11%	0.5%	nt	i	11
Cc1cc(C(=O)COc2ccc([N+](=O)[O-])cc2)c(C)n1C1CC1
 : 9.0%	i	40	0.9	67	9%	14%	-6%	0.2%	nt	i	0.4
Fc1ccc(-c2nc3n(n2)Cc2ccccc2-3)cc1
 : 3.2%	i	42	-0.8	58	6%	8%	3%	-0.2%	1.1	i	0.6
Cc1occc1C(=O)Nc1cccc([N+](=O)[O-])c1
 : 0.5%	i	42	1.8	53	-4%	8%	2%	-11%	1	i	0.4
COCCOc1ccc(C(F)(F)F)cc1NC(=O)c1ccc(C(F)(F)F)cc1
 : 2.0%	i	2	4.3	35	-7%	3%	-4%	-0.2%	1.1	i	0.5
COC(=O)[C@@]1(Cc2ccccc2)[C@H]2C(=O)N(Cc3ccccc3)C(=O)[C@H]2[C@H]2CN=C(SC)N21
 : nt	nt	nt	0.3	38	8%	nt	nt	0.0%	nt	i	1.6
CC(C)c1ccc(/C=C2\C(=O)N(CCN3CCOCC3)C(=S)N2C)cc1
 : -1.7%	i	50	3.6	64	nt	9%	5%	nt	1.1	i	0.3
N#Cc1ccccc1S(=O)(=O)N1CCN(c2cnccn2)CC1
 : -1.3%	i	25	0.0	41	5%	20%	-10%	1.2%	1.1	i	0.2
Cn1c(=O)oc2cc(S(=O)(=O)N3CCC(N4CCCCC4)CC3)ccc21
 : 1.7%	i	37	-0.5	68	8%	4%	-4%	1.6%	1.1	i	2.1
CC(C)C(=O)Nc1nc2c(ncn2C2CC(O)C(CO)O2)c(=O)[nH]1 (stereo not given)
 : 1.2%	i	37	1.2	58	6%	3%	-6%	1.3%	1.1	i	2.4
COc1ccc(C(CNC(=O)c2ccc(-c3ccccc3Cl)o2)N2CCOCC2)cc1 (stereo not given)
 : 3.5%	i	38	5.3	50	4%	8%	0%	0.1%[50 µM]	nt	i	0.4
CCOCCSC1=C(C#N)C(c2cccs2)C(C(C)=O)=C(C)N1 (stereo not given)
 : 5.2%	i	22	-2.7	64	7%	11%	5%	2.2%	1.1	i	0.4
COc1ccc(NC(=O)Nc2cccc3c2O[C@H](CN(C)Cc2ccc(-c4ccccc4)cc2)[C@@H](C)CN([C@H](C)CO)C3=O)cc1
 : nt	i	43	4.3	39	6%	nt	nt	-1.9%	nt	?	nt
O=C(Cc1ccc(Cl)cc1)OCC(=O)c1ccc[nH]1
 : 2.8%	i	30	0.2	46	11%	nt	nt	0.5%[50 µM]	nt	i	0.9
CC(=O)c1cccc(N(C(=O)CNC(=O)c2ccco2)C(C(=O)NC2CCCC2)c2ccc(C)o2)c1 (stereo not given)
 : -0.7%	i	39	0.8	35	-3%	2%	1%	0.8%	1.1	i	0.2
CN(CC(=O)Nc1cccc(C#N)c1)Cc1ccc(Cl)cc1
 : 2.2%	i	42	5.5	34	1%	13%	-7%	-0.1%	1	i	0.7
CC(C)=CC/C=C1\CCC(C(=O)O)C(C(=O)O)C1 (stereo not given)
 : 0.7%	i	18	1.5	52	3%	5%	-5%	0.5%	1.2	i	7.4
COc1ccccc1CC(=O)Nc1ccc([N+](=O)[O-])cc1OC
 : 10%	i	46	0.0	57	6%	3%	-4%	0.9%[50 µM]	1	i	1.6
Cc1ccc(C(=O)Nc2cc(C)nn2CCC#N)cc1
 : 1.3%	i	27	8.0	55	5%	3%	6%	0.2%	nt	i	0.6
Cc1n[nH]c(C)c1Sc1ccccc1[N+](=O)[O-]
 : 2.1%	i	53	0.4	63	1%	10%	-3%	0.4%	1.5	i	0.2

Compound activity deposited in PubChem by several laboratories.
